Source: PubChem BioAssay (several laboratories)
Rev-erbA mod: modulates human Rev-erb alpha binding to DNA; P20393; Rev-erbα–FITC-DNA binding, fluorescence polarization, 90 min; activity, % at 10 µM; 0.79% of 370,000 active; AID 1259318;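 active = activity above about 14%, limit read from the data; passing the limit was not always enough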;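 note: 0% = DMSO wells with 35 nM protein and 100% = DMSO wells with 750 nM protein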
hcDAF-12 act: activates DAF-12 receptor from parasite H. contortus; HEK293 hcDAF-12 lit1-tk-luc reporter, luminescence; 0% DMSO, 100% Δ7-dafachronic acid; activation, % at 6.8 µM; 1.4% of 370,000 active; AID 652067;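 active = activation above the mean of all tested compounds plus 3 SD, cut at about 5.5% in these data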;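 note: 100% = response to 3 µM Δ7-dafachronic acid high control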
PLCg1 inh: blocks human PLC-gamma1 enzyme activity; P19174; purified PLC-gamma1, fluorogenic substrate, fluorescence; inhibition, % at 12.2 µM; 0.84% of 370,000 active; in the data active = inhibition above about 9.5%
SMARCA2 activ: increases SMARCA2 function in MMTV reporter cells | MG213 cells, MMTV-luciferase reporter, dexamethasone, overnight | activation, % at 9.1 µM | 1% of 370,000 active | AID 652017; in the data active = activation above about 7.8%;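 note: 0% = vehicle wells and 100% = reference activator wells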
hgDAF12 agonist: agonists of H. glycines DAF-12 nuclear receptor | HEK293 GAL4-hgDAF12 UAS-luciferase reporter, agonist luminescence; normalized to butyrate control | activation, % at 6.8 µM | 1.8% of 370,000 active | AID 687014;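 active = activation above a cutoff set at the mean of all screened compounds plus 3 SD, cut at about 10% in these data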;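 note: 0% = DMSO wells and 100% = sodium butyrate wells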
DAX1 inh-1: inhibitors of DAX1 repression of SF-1 activated StAR promoter; HEK293T StAR-luciferase reporter, SF-1/DAX-1 repression relief; inhibition, % at 6.8 µM; 1.1% of 370,000 active; AID 652010;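 active = inhibition above the mean over all tested compounds plus 3 SD, cut at about 3.6% in these data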;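 note: 0% = DAX-1 cells with DMSO and 100% = cells lacking DAX-1 with DMSO; higher inhibition means more luminescence from relief of DAX-1 repression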
MBD2 DNA inh: inhibitors of human MBD2 binding to methylated oligonucleotide | AID 686964 | TR-FRET | inhibition, % at 4.4 µM | Q9UBB5 | 0.31% of 370,000 active; in the data active = inhibition above about 13%
PLCb3 inh: PLC-beta3 (human) inhibition, primary screen | Purified PLC-beta3, fluorogenic substrate, fluorescence | inhibition, % at 12.2 µM | 0.18% of 370,000 active; in the data active = inhibition above about 11%;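 note: 0% = median of compound wells on plate and 100% = full blocker control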
ssDAF-12 act: S. stercoralis DAF-12 activation, primary screen; HEK293 ssDAF-12/GRIP1 lit1-tk-luc reporter, luminescence; % of 3 µM dafachronic acid response; activation, % at 6.8 µM; 1% of 370,000 active;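 active = activation above the mean over all tested compounds plus 3 SD, cut at about 0.9% in these data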;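 note: 0% = DMSO-only wells and 100% = 3 µM delta7-dafachronic acid wells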
ADAM17 inh: ADAM17 inhibition, QFRET primary screen | P78536 | recombinant ADAM17, EDANS/DABCYL FRET peptide cleavage | inhibition, % at 6.95 µM | 0.83% of 370,000 active | AID 720648;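 active = inhibition above the mean of compounds lying between control limits plus 3 SD, set per campaign, cut at about 8.5% in these data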;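 note: 0% = DMSO-only wells as the low control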
Target sequence (P78536 215-824 limits assumed): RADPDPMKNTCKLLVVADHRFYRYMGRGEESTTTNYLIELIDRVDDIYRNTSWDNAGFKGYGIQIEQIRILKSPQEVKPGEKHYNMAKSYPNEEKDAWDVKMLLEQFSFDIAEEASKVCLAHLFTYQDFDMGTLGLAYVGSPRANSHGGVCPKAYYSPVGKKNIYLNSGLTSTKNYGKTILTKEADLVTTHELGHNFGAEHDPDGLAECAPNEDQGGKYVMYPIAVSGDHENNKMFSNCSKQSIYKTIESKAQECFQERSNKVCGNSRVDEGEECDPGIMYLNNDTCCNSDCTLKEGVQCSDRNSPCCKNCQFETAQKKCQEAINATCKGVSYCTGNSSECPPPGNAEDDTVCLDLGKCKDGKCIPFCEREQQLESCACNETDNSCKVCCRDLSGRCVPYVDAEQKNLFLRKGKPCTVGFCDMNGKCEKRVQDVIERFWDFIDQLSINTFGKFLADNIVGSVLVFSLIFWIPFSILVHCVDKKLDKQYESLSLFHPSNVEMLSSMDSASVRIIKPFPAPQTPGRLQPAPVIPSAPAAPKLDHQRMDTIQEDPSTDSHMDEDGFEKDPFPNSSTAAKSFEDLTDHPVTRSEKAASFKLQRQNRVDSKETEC
DAX1 inh-2: inhibits human nuclear receptor DAX1; P51843; HEK293 Gal4-DAX1 luciferase reporter, luminescence; inhibition, % at 6.75 µM; 0.99% of 340,000 active; AID 504766;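 active = inhibition above the mean over all tested compounds plus 3 SD, cut at about 4.2% in these data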;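 note: 0% = DAX1-transfected cells with DMSO and 100% = empty-vector control cells with DMSO; inhibition shows as a rise in luminescence from relieved DAX1 repression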
Target sequence (P51843 207-470 limits assumed): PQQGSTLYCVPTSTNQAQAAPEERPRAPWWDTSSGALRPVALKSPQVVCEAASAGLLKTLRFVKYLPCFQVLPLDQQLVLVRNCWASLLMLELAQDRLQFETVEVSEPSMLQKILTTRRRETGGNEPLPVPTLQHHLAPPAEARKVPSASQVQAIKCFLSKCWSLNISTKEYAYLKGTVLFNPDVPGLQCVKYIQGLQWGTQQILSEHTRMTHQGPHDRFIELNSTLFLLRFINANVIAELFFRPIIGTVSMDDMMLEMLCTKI
* marks the source's active call; other numbers are inactive results; i = inactive; . = not tested or not shown.

smiles,hcDAF-12 act,Rev-erbA mod,PLCb3 inh,MBD2 DNA inh,ssDAF-12 act,SMARCA2 activ,DAX1 inh-1,DAX1 inh-2,ADAM17 inh,PLCg1 inh,hgDAF12 agonist
COc1ccc(-c2nc(CS(=O)CC(=O)NCCCN3CCOCC3)c(C)o2)cc1OC (stereo not drawn),1.2,-3.3,-4.2,6.6,-0.8,-1.8,0.1,0.5,-2.8,-19.4,0.9
COc1cc(OC)c(CN2CCC(Cc3ccccc3)CC2)cc1Br,-0.7,-3.9,-5.0,-1.7,-1.3,-1.8,0.2,0.5,3.1,2.8,0.3
O=C1C(Cc2ccccc2O)NC(=S)N1c1ccccc1 (stereo not drawn),-0.8,-7.7,-5.3,-6.3,-1.4,-3.1,0.2,0.3,-4.1,-0.1,4.4
O=C(Cn1nnc(-c2ccncc2)n1)Nc1ccc2c(c1)CCC2,-3.8,3.2,-7.8,-2.0,-1.5,-2.9,-0.9,-1.4,-5.1,-5.1,1.3
COCc1cc(C)nc(OCC(=O)N/N=C/c2ccc(-c3cccc([N+](=O)[O-])c3)o2)c1C#N,-1.1,1.0,2.0,5.4,-0.9,-1.4,-0.1,.,-2.0,-5.2,0.0
COC(=O)[C@H](C)NC(=O)Nc1ccc(Oc2ccccc2)cc1,0.4,3.1,4.5,-3.1,-0.5,-1.2,0.1,0.1,1.7,3.2,3.9
O=C(NCCc1ccccc1)C1CC(=O)N(CCc2ccccc2)C1 (stereo not drawn),0.0,3.2,-7.2,2.4,-0.8,0.6,1.4,0.3,-4.0,-1.4,1.5
Cc1c(NC(=O)/C=C/c2cn(-c3ccccc3)nc2-c2ccc(F)cc2)c(=O)n(-c2ccccc2)n1C,-1.8,8.4,-18.0,-3.5,-1.6,-0.8,-0.4,-0.3,0.1,-7.7,0.2

(listing goes on)
smiles,hcDAF-12 act,Rev-erbA mod,PLCb3 inh,MBD2 DNA inh,ssDAF-12 act,SMARCA2 activ,DAX1 inh-1,DAX1 inh-2,ADAM17 inh,PLCg1 inh,hgDAF12 agonist
Cc1c(Br)cc(C(=O)NC2CCCCC2)c(C)c1C,0.6,-2.5,2.9,1.5,-1.5,6.1,-0.6,2.1,1.0,0.1,-0.4
O=C(CCNC(=O)c1ccc(Br)cc1)NC1CCCc2ccccc21 (stereo not drawn),-1.4,-1.6,1.5,4.2,-1.7,-2.3,-1.3,-2.0,-1.3,4.1,-5.7
Cc1cc(C)cc(C(=O)NC(=S)Nc2ccc3c(c2)OCCO3)c1,-0.2,1.2,1.2,-5.8,-1.4,2.4,0.1,0.1,-0.4,1.1,6.2
CCOC(=O)C[C@@H]1OC2CCCCC2N1S(=O)(=O)c1ccc(C)cc1 (stereo partly drawn),-2.6,-0.5,1.8,-6.8,-0.7,6.7,-1.0,.,0.7,0.2,-0.2
CCc1ccccc1NCc1cc(=O)oc2cc(C)ccc12,1.4,-5.7,-4.9,6.4,-0.8,-1.3,0.1,1.2,-3.5,-1.1,-3.0
CN(CC(=O)Nc1ccccc1Cl)CC(=O)Nc1cccc2ccccc12,-0.9,-13.1,-2.5,-0.5,-1.4,-1.9,1.1,0.1,-4.2,3.8,-1.1
COc1ccc(CC(=O)Nc2nnc(C(C)C)s2)cc1OC,-1.3,1.0,-7.4,-5.5,-1.8,-0.1,0.1,0.6,-2.9,1.6,0.7
COc1ccc(-c2noc(CCC(=O)Nc3ccc4c(c3)OCCO4)n2)cc1,-2.7,-2.9,1.8,-5.9,-1.6,0.1,-0.6,0.3,2.9,-1.3,0.0

Continuation:
smiles,hcDAF-12 act,Rev-erbA mod,PLCb3 inh,MBD2 DNA inh,ssDAF-12 act,SMARCA2 activ,DAX1 inh-1,DAX1 inh-2,ADAM17 inh,PLCg1 inh,hgDAF12 agonist
CCOC(=O)c1c(C#N)cnn1-c1ccc(C)cc1,-1.2,6.3,3.5,-4.9,-1.3,0.5,-0.4,1.1,-1.4,0.6,1.2
CCOC(=O)CCCCCC(=O)Nc1ccc2c(c1)C(=O)N([C@H](C)CO)C[C@H](C)[C@@H](CN(C)C(=O)Nc1ccccc1)OCCCC[C@@H](C)O2,-1.0,-4.7,-7.2,0.3,-0.1,-4.0,-0.6,-0.5,2.8,5.2,3.0
CCc1ccc(S(=O)(=O)N2CCN(c3ccccc3OC)CC2)cc1,1.0,-1.1,-3.8,3.8,-1.1,-1.7,0.4,1.1,-1.3,0.2,-0.5
CCCCOCCCn1c(-c2ccco2)nc2nc3ccccc3nc21,-1.1,1.5,-364.3,-3.9,-1.1,-1.0,-0.6,-1.1,i,-374.9,-2.0
CCCCOc1ccc(C(=O)N2CCNC(=O)C2CC(=O)OC(C)C)cc1 (stereo not drawn),-0.7,5.5,-3.1,2.0,1.9*,3.3,-0.2,-0.6,1.8,1.9,0.1
COc1ccc(C(=O)NCc2n[nH]c(=S)n2-c2ccccc2)cc1OC,-0.6,4.2,0.4,-3.4,-1.3,1.4,0.1,0.3,0.9,-1.3,-1.3
CC(=O)Nn1c(COc2ccccc2C)nc2ccccc2c1=O,0.6,-0.5,5.4,-0.2,-1.3,-3.0,0.5,0.3,2.0,5.9,0.8
CCc1nc2c(OCC(=O)c3ccc(F)cc3)cccn2c1N(C)C(=O)COc1ccccc1,-0.8,1.0,-7.2,-0.3,-1.0,-0.2,-1.3,.,-4.8,-8.9,3.0

Part of the list above, with each value named:
CC(=O)Nn1c(COc2ccccc2C)nc2ccccc2c1=O
  hcDAF-12 act: 0.6	Rev-erbA mod: -0.5	PLCb3 inh: 5.4	MBD2 DNA inh: -0.2	ssDAF-12 act: -1.3	SMARCA2 activ: -3.0	DAX1 inh-1: 0.5	DAX1 inh-2: 0.3	ADAM17 inh: 2.0	PLCg1 inh: 5.9	hgDAF12 agonist: 0.8

CCc1nc2c(OCC(=O)c3ccc(F)cc3)cccn2c1N(C)C(=O)COc1ccccc1
  hcDAF-12 act: -0.8	Rev-erbA mod: 1.0	PLCb3 inh: -7.2	MBD2 DNA inh: -0.3	ssDAF-12 act: -1.0	SMARCA2 activ: -0.2	DAX1 inh-1: -1.3	DAX1 inh-2: .	ADAM17 inh: -4.8	PLCg1 inh: -8.9	hgDAF12 agonist: 3.0

Next section:
smiles,hcDAF-12 act,Rev-erbA mod,PLCb3 inh,MBD2 DNA inh,ssDAF-12 act,SMARCA2 activ,DAX1 inh-1,DAX1 inh-2,ADAM17 inh,PLCg1 inh,hgDAF12 agonist
Cc1ccc(/C=N/n2cnc3sc4c(c3c2=O)CCCC4)o1,-0.3,-6.0,-3.2,-7.0,-1.3,-3.7,0.7,0.2,-3.1,2.6,3.0
Oc1c(N=NC(=S)Nc2ccccc2F)c2ccccc2n1Cc1cccc(Cl)c1,-0.6,-3.5,-0.5,-2.3,-1.2,-4.3,-0.3,-0.1,-0.8,1.3,-2.7
CC(C)(C)c1ccccc1NC(=O)NC1CCN(Cc2c(F)cccc2Cl)CC1,-0.7,7.2,-1.7,-4.2,-1.1,3.2,0.2,.,0.1,4.2,2.4
Nc1ncnc2c1ncn2[C@@H]1O[C@H](CNCc2cccc(C#Cc3ccccc3)c2)[C@@H](O)[C@H]1O,-0.7,-1.9,-9.9,-3.0,-1.2,-1.8,-0.5,-0.7,1.0,-7.0,-0.9
NC(=O)CSc1nnc(NC(=O)C2CC(=O)N(c3ccc(F)cc3)C2)s1 (stereo not drawn),3.0,-8.4,-12.4,-4.6,-1.0,0.8,0.0,1.5,4.5,-4.5,-0.6
Cc1nn(-c2ccccc2)c(C)c1NC(=O)COc1ccc(C#N)cc1,-1.9,-5.8,-0.8,0.0,-1.4,-0.7,-0.3,0.7,-1.1,-3.1,-2.5
O=C(NNC(=O)C1CCN(c2ncccn2)CC1)c1ccccc1,-1.3,-0.6,-9.8,0.6,-1.4,-0.7,-0.2,3.1,-9.1,-7.5,-3.5
Cc1cc(C)nc(NNC(=O)NC2CCCCC2)n1,-2.1,0.0,1.1,-3.1,-1.6,2.3,0.2,0.5,-1.7,1.2,0.2

Other structures follow:
smiles,hcDAF-12 act,Rev-erbA mod,PLCb3 inh,MBD2 DNA inh,ssDAF-12 act,SMARCA2 activ,DAX1 inh-1,DAX1 inh-2,ADAM17 inh,PLCg1 inh,hgDAF12 agonist
CC1CC(C)CN(S(=O)(=O)c2ccc(C(=O)N(C)Cc3ccccc3)cc2)C1 (stereo not drawn),-0.7,2.1,-7.7,0.4,-1.6,1.8,-0.6,-0.1,-3.5,0.6,-1.3
O=C(CCNC(=O)c1ccc(Cl)cc1)NCCC1=CCCCC1,0.6,-1.1,2.4,-1.7,-0.3,1.0,5.4*,1.5,8.7*,7.8,9.4
Cc1cccc(C=CC(=O)c2ccc(Cl)cc2)c1,-1.1,1.2,1.1,-7.4,-1.0,0.3,-2.2,-0.7,0.7,0.0,5.0
O=C(O)c1cc(S(=O)(=O)Nc2cccc(S(=O)(=O)N3CCCC3)c2)ccc1Cl,-0.1,-6.1,-5.8,0.2,-1.1,4.4,0.6,-0.1,-0.5,1.8,-1.7
CCOCc1c(C(=O)Nc2ccc(OC)nc2)oc2ccccc12,0.0,-0.7,-8.9,-0.1,-0.6,-0.3,-0.3,-2.4,0.3,-2.4,1.2
COC(=O)CC1Sc2ccccc2NC1=O (stereo not drawn),-1.7,-2.7,0.6,1.9,-0.8,-2.6,-0.7,0.0,-38.6,-1.2,-0.3
COCCCNC(NC(=O)c1ccc(C)cc1)C(Cl)(Cl)Cl (stereo not drawn),-1.6,-6.5,1.5,-4.4,-1.1,1.2,-0.4,-0.6,-2.9,1.7,-1.9
O=C(c1ccc(Cn2cc([N+](=O)[O-])cn2)o1)N1CCCC1,1.1,-4.5,-6.6,0.4,-1.4,-1.0,1.2,1.4,-2.0,-1.0,-2.6

Next structures follow:
smiles,hcDAF-12 act,Rev-erbA mod,PLCb3 inh,MBD2 DNA inh,ssDAF-12 act,SMARCA2 activ,DAX1 inh-1,DAX1 inh-2,ADAM17 inh,PLCg1 inh,hgDAF12 agonist
Cc1cc(NC(=O)c2sc(Nc3ccc(F)cc3)nc2N)no1,0.3,3.5,0.0,2.4,-1.7,1.3,1.4,1.6,2.5,4.3,3.8
CC1=NNC(=O)C1CCC(=O)N/N=C\c1ccccc1[N+](=O)[O-] (stereo not drawn),-0.9,0.4,-0.4,5.2,-0.8,0.3,-0.4,0.5,-0.9,1.7,-1.4
CC1CCCCN1CCCNC(=O)c1nn(C)c2c1CSc1ccccc1-2 (stereo not drawn),3.9,-4.7,-7.2,2.6,-0.7,-2.6,0.1,0.4,-1.0,3.7,-2.6
CN(C)C(=O)CSc1nnc(-c2cc(-c3cccs3)nc3ccccc23)o1,-1.2,15.2,-108.2,-6.2,-1.7,0.5,-0.7,-1.1,-53.1,-77.5,2.2
CC(O)CN1CC(O)=C(c2nc3ccccc3s2)C1=N (stereo not drawn),0.3,-2.2,-11.5,5.0,-0.9,0.6,-0.8,-0.9,-7.7,-4.0,0.1
CC(C)(C)c1cc(NC(=O)Nc2ccccc2OC(F)(F)F)no1,-0.8,-0.8,-0.2,-0.1,-1.0,-1.4,0.3,0.7,6.9,3.9,1.3
CCN(Cc1cnn(C)c1)C(=O)c1ccc(OC2CCN(S(=O)(=O)N(C)C)CC2)cc1,-0.6,3.9,0.6,-4.7,-1.5,-4.7,0.1,1.1,-3.5,2.5,-4.4
